Assay outcomes deposited in PubChem BioAssay by several laboratories.
TRPC6 activator: mouse TRPC6 channel activation; Q61143; actives 0.13% (n = 310,000); HEK293-TRPC6 membrane potential dye fluorescence; stronger effect = higher value; B-score at 10 µM;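 active = B-score of the integrated fluorescence ratio above library mean plus 3 SD, and starting fluorescence ratio within library mean plus 5 SD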;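 also: higher score means more depolarization so channel activation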
Target sequence (Q61143 whole entry, looked up): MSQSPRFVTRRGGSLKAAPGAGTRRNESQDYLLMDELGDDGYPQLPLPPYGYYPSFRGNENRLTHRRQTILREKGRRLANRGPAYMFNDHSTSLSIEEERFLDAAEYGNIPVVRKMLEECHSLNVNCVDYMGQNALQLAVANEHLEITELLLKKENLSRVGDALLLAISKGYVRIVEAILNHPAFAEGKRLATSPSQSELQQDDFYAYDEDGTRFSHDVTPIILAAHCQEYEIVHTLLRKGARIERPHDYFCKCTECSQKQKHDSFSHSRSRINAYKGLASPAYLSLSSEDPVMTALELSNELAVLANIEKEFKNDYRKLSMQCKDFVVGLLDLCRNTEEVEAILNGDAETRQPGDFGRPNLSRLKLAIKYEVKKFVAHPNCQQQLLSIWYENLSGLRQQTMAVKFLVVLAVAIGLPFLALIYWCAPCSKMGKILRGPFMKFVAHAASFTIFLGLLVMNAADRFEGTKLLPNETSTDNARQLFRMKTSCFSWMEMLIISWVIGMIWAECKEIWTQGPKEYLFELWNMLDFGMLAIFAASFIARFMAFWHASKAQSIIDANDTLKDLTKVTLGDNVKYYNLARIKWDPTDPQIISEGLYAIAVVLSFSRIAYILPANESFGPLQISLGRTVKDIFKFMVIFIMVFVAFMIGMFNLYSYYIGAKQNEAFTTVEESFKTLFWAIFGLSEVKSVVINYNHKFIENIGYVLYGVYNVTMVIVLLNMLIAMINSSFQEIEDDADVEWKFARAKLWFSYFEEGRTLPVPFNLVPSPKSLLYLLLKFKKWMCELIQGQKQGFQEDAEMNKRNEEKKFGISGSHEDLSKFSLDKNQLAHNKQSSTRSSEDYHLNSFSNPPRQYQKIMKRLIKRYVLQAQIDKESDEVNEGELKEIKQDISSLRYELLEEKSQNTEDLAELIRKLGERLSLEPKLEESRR
RGS4 pot: potentiators or activators of RGS4 | HEK293 M3R/inducible RGS4, carbachol calcium flux Fluo4; stronger effect = lower value | B-score at 10 µM | actives 0.92% (n = 310,000) | AID 463111;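 active = B-score of the integrated calcium signal more than 4 SD below the library mean, with starting fluorescence not abnormally high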;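 also: negative B-score means reduced calcium response which marks RGS4 activation or potentiation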
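Reagent: ECmax carbachol challenge; Test system: M3R-expressing HEK293 line, RGS4 induced by doxycycline; Schedule: overnight RGS4 induction, 30 min dye load 37 °C, 20 min compound RT; Detection: calcium dye Fluo4 fluorescence; Read-out: Agonist-evoked peak-minus-minimum fluorescence over baseline, integrated ratio, B score.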
TRPC6 inhibitor: blocks the mouse TRPC6 cation channel. Q61143. HEK293-TRPC6, membrane potential dye, ACh-evoked depolarization; stronger effect = lower value. B-score at 10 µM. actives 1.1% (n = 310,000). AID 2553;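 active = B-score under library mean minus 3 SD, initial fluorescence not abnormally high, positive integrated signal ratio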;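 also: B-score derived from integrated fluorescence ratio over the kinetic read; more negative B-score means stronger inhibition of depolarization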
SKKanGAS inh: inhibitors of SKKanGAS S. pyogenes growth in kanamycin (SK-promoter or general growth effect); BacTiter-Glo, 6 h; inhibition, % at 7.5 µM; actives 1.3% (n = 300,000); AID 1662;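 active = mean replicate score, as percent of positive control median, at least 50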;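 also: strain carries kanamycin resistance gene driven by streptokinase promoter and grows in 40 µg/ml kanamycin; loss of luminescence reflects streptokinase promoter inhibition or plain growth inhibition; 0% = median of DMSO wells and 100% = positive control at its reference dose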
MrgX1 antag: blocks BAM8-22 activation of human MrgX1 receptor; Q96LB2; MRGX1-HEK293 calcium flux, Fluo-4, BAM8-22 antagonism; stronger effect = lower value; B-score at 10 µM; actives 1.3% (n = 310,000);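 active = calcium-response B-score plate-corrected more than 3 library SD below zero, starting fluorescence within 5 deviations, no agonist response on first addition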;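 also: peak minus trough fluorescence over baseline after final BAM8-22 challenge near maximal dose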
MrgX1 ag: agonists of human MrgX1 receptor; MrgX1-HEK293 cells, Fluo-4 calcium fluorescence, agonist mode; stronger effect = higher value; B-score at 10 µM; actives 0.44% (n = 310,000);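 active = calcium response B-score plate-corrected fluorescence ratio at least 3 library SD, with starting fluorescence B-score inside 5 SD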
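Test system: HEK293 cells stably expressing human MrgX1 receptor; amount: 15,000 cells per well; doses: compound delivered in addition one of three; times: overnight plating before 1 h dye loading; detection: Fluo-4 NW calcium-flux fluorescence, kinetic read; read-out basis: B-scored fluorescence response ratio; controls: positive and negative controls per plate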
HIF activator: HIF pathway transcriptional activation | U2OS HRE-luciferase reporter, luminescence; normalized: DMSO 0%, desferrioxamine 100% | activation, % at 7.5 µM (by protocol) | actives 0.32% (n = 300,000) | AID 1910;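 active = mean activation of at least 10% of the iron chelator positive control signal, with at least half of replicates also reaching 10%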
RGS4 inh: human RGS4 inhibition; P49798; HEK293 M3R/RGS4 inducible, Fluo-4 calcium flux; stronger effect = higher value; triggered by carbachol at its EC20; B-score at 10 µM; actives 0.45% (n = 310,000); AID 463165;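 active = B-score, a plate-corrected calcium signal, over three deviations above library mean, with baseline fluorescence within five deviations of library mean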;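 also: RGS4 expression induced by doxycycline in cells with stable M3 receptor; B-score is computed from the integrated fluorescence ratio over baseline after carbachol; higher B-score means a larger calcium signal and so more RGS4 inhibition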
Target sequence (P49798 whole entry, looked up): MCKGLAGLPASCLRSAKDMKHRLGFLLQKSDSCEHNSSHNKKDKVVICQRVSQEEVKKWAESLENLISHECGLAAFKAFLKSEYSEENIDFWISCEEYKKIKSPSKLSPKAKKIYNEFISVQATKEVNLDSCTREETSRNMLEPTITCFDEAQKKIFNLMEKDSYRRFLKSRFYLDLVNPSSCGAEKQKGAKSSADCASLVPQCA
TRPC4 inh: blocks the mouse TRPC4 cation channel; Q9QUQ5; HEK293 TRPC4beta/mu-opioid, DAMGO-evoked Fluo4 calcium flux; stronger effect = lower value; B-score at 10 µM; actives 0.39% (n = 300,000); AID 2247;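 active = B-score over 3 SD under the library average, no early fluorescence shift, positive overall ratio signal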
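Material: HEK293 cells with stable TRPC4beta plus mu-opioid receptor expression; probe or stimulus: DAMGO in two steps, submaximal then maximal; technique: Fluo4 calcium fluorescence by kinetic imaging, 5 s 1 Hz baseline; measure: integrated fluorescence ratio relative to baseline, converted to per-well B score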
MrgX1 allo act: human MrgX1 positive allosteric modulation, primary screen; AID 588675; B-score at 10 µM; MrgX1-HEK293, Fluo-4 calcium flux, FDSS; stronger effect = higher value; actives 0.63% (n = 310,000); Q96LB2;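 active = plate-corrected calcium response at least 3 library SD above typical, normal starting fluorescence, not activating the receptor alone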;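 also: compound read alongside a low EC10 to EC30 dose of BAM8-22 agonist; peak minus trough fluorescence over baseline measured at the second addition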
Platelet DG rel: modulates dense granule release in human platelets; human platelet-rich plasma, SFLLRN dense granule ATP release, luminescence; AID 1663; actives 0.22% (n = 300,000); inhibition, %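 (compounds screened at 7.5 µM in platelet-rich plasma)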;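 active = mean replicate score, as percent of positive control, at or above 50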
* marks the source's active call; other numbers are inactive results; i = inactive; nt = no result given.

The opening 2 compounds (preview)
SMILES | TRPC6 activator | RGS4 pot | TRPC6 inhibitor | SKKanGAS inh | MrgX1 antag | MrgX1 ag | HIF activator | RGS4 inh | TRPC4 inh | MrgX1 allo act | Platelet DG rel
Cc1ccc(C(C)C)cc1S(=O)(=O)NC1CC(C)(C)NC(C)(C)C1 | i | i | i | 0 | i | i | -3.3 | i | i | i | 20
COCc1[nH]nc2c1C(C1C=CCCC1)C(C#N)=C(N)O2 (configuration not stated) | i | i | i | -10 | i | i | -0.2 | i | i | i | -4

Main list (from the top)
SMILES | TRPC6 activator | RGS4 pot | TRPC6 inhibitor | SKKanGAS inh | MrgX1 antag | MrgX1 ag | HIF activator | RGS4 inh | TRPC4 inh | MrgX1 allo act | Platelet DG rel
Cc1ccc(C(C)C)cc1S(=O)(=O)NC1CC(C)(C)NC(C)(C)C1 | i | i | i | 0 | i | i | -3.3 | i | i | i | 20
COCc1[nH]nc2c1C(C1C=CCCC1)C(C#N)=C(N)O2 (configuration not stated) | i | i | i | -10 | i | i | -0.2 | i | i | i | -4
COc1ccc(NC(=O)CN(C)C(=O)c2cc(S(=O)(=O)N3CCCCCC3)ccc2OC)cc1 | i | i | i | -2 | i | i | -0.5 | i | i | i | 8
FC(F)(F)c1nc(-c2ccncc2)ncc1-c1nnnn1-c1ccccc1 | i | i | i | 0 | i | i | -0.3 | i | i | i | -3
CS(=O)(=O)N1CCc2ccccc2C1 | i | i | i | -6 | i | i | 0.2 | i | i | i | 1
CCC(C)(C)n1nnnc1C(CC(C)C)N1CCC(C(N)=O)CC1 (configuration not stated) | i | i | i | -1 | i | i | 0.3 | i | i | i | 11
O=S(=O)(NCCO)c1ccc2c(c1)Cc1cc(S(=O)(=O)NCCO)ccc1-2 | i | i | i | -3 | i | i | -0.3 | i | i | i | 13
O=C(CCNc1ccc(F)cc1)c1ccco1 | i | i | i | 0 | i | i | 0.7 | 5.4* | i | i | 1
O=C(c1ccc(-c2ccccc2)cc1)C1CCCN(C(=O)Cn2cncn2)C1 (configuration not stated) | i | i | i | -2 | i | i | -1.1 | i | i | i | 9
CCOC(=O)C(Cc1ccccc1)C(=O)Nc1ccc(N(CC)CC)cc1 (configuration not stated) | i | i | i | -3 | i | i | -2.3 | i | i | i | -8
Cc1ccc(NNC(=O)c2ccno2)cc1Cl | i | i | i | 7 | i | i | -0.5 | i | i | i | 23
NC(=O)CCN1CCN(Cc2nc(C(c3ccccc3)c3ccccc3)no2)CC1 | i | -8.7* | -7.9* | 2 | i | i | -0.2 | i | i | i | 3
COc1ccccc1/C=C1/C(=O)N(c2cc(C)cc(C)c2)C(c2cccc([N+](=O)[O-])c2)S1(=O)=O (configuration not stated) | i | i | i | 5 | i | i | -0.3 | i | i | i | -10
COc1cc(C(=O)NNC2=NC(C)(C)Cc3cc(C)c(C)cc32)cc(OC)c1OC | i | i | i | 3 | i | i | 0.0 | i | i | i | -14
COc1ccc(/C=C/C(=O)c2ccccc2O)cc1CN1CCOCC1 | i | i | i | -6 | i | i | -0.1 | i | i | i | 1
C/C(CC(=O)NCc1ccco1)=N\NC(=O)Cc1cccc2ccccc12 | i | i | i | -6 | i | i | 0.0 | i | i | i | -3
O=C(NC1CCCCC1)NC1CCN(C(=S)NCc2ccco2)CC1 | i | i | i | 3 | i | i | -0.2 | i | i | i | 2
O=C(NNC(=O)C(O)(c1ccccc1)c1ccccc1)C1CC1 | i | i | i | -3 | i | i | 31* | i | i | i | -30
Cc1ccc(S(=O)(=O)CCC(=O)NCc2ccco2)cc1 | i | i | i | -2 | i | i | -0.2 | i | i | i | 9
COc1ccc(-c2cc(N3C(=O)Nc4ccccc4N3O)n[nH]2)c(OC)c1 | i | i | i | -13 | i | i | 0.0 | i | i | i | -1
Cc1cc(NC(=O)c2c(F)cccc2F)n(-c2nc3ccccc3[nH]2)n1 | i | i | i | 37 | i | i | 0.0 | i | i | i | -6
Cn1c(=O)[nH]c(=O)c2c1nc([N+](=O)[O-])n2Cc1ccccc1 | i | i | i | 1 | i | i | -0.2 | 12* | i | i | 0
CN(CC#CCC(c1ccccc1)c1ccccc1)C(C)(C)C | i | i | i | -11 | i | i | 0.2 | i | i | i | -4
O=C(N/N=C/C=C/c1ccccc1)c1ccccn1 | i | i | i | -5 | i | i | 3.0 | i | i | i | 7
[N-]=[N+]=NC[C@H](Cc1ccccc1)N1CC[C@@H](O)CCC1=O | i | i | i | -3 | i | i | 0.2 | i | i | i | 17
COc1cccc(CNc2ccc(F)c(Cl)c2)c1OC | i | i | i | 4 | i | i | -0.4 | i | i | i | -4
O=C1CCC([N+](=O)[O-])C(c2ccccc2Cl)N1 (configuration not stated) | i | i | i | 10 | i | i | -1.6 | i | i | i | nt
O=C(CSc1nc(Cc2ccccc2)nc2ccccc12)c1ccc2c(c1)OCCO2 | i | i | i | 24 | i | i | 1.4 | i | i | i | -7
O=C(CSc1ncccn1)NC1CCS(=O)(=O)C1 (configuration not stated) | i | i | i | 1 | i | i | -0.3 | i | i | i | 2
c1ccc2c(N3CCCCCC3)nc(-c3ccncc3)nc2c1 | i | i | i | 17 | i | i | -0.6 | i | i | i | 1
O=C(CSc1ccc(-c2cccnc2)nn1)Nc1ccccc1 | i | i | i | 0 | i | i | 0.5 | i | i | i | -6
O/C(=C\c1ccc2ccccc2n1)c1ccncc1 | 46* | i | i | 3 | i | 64* | 4.6 | i | i | i | 28
CCC(C)(C)C1CCc2c(sc(NC(=O)c3cccs3)c2C(N)=O)C1 (configuration not stated) | i | i | i | 21 | i | i | -39 | i | i | i | -6
COCc1cc(/C=N\NC(=O)COc2ccccc2)ccc1OC | i | i | i | -1 | i | i | 0.4 | i | i | i | -26
COCCNC(=O)Cn1nc(C(F)(F)F)c(Cl)c1C | i | i | i | -2 | i | i | -0.1 | i | i | i | -7
COc1ccc(CN2CCN(S(=O)(=O)c3ccc(C)cc3)CC2)cc1Br | i | i | i | -2 | i | i | -0.4 | i | i | i | 2
O=C(CN1CCN(c2ccccn2)CC1)Nc1cc(F)ccc1F | i | i | i | 1 | i | i | 1.6 | i | i | i | -4
Cc1nn(C)c(C(=O)N/N=C/c2ccccn2)c1[N+](=O)[O-] | i | i | i | -3 | i | i | -0.4 | i | i | i | 0
CCOc1ccc(NC(=O)NCCN2C(C)CCCC2C)cc1 (configuration not stated) | i | i | i | -2 | i | i | -0.1 | i | i | i | 12
COc1ccc(-c2nnc(SCc3ccccc3F)o2)cc1OC | i | i | i | -4 | i | i | 1.8 | i | i | i | 3

Quoted from the listing.
HIF activator with `Cc1cc(NC(=O)c2c(F)cccc2F)n(-c2nc3ccccc3[nH]2)n1` = 0.0
Platelet DG rel with `CN(CC#CCC(c1ccccc1)c1ccccc1)C(C)(C)C` = -4
TRPC6 activator with `O/C(=C\c1ccc2ccccc2n1)c1ccncc1` = 46*
Platelet DG rel with `O=C(N/N=C/C=C/c1ccccc1)c1ccccn1` = 7

Carrying on.
SMILES | TRPC6 activator | RGS4 pot | TRPC6 inhibitor | SKKanGAS inh | MrgX1 antag | MrgX1 ag | HIF activator | RGS4 inh | TRPC4 inh | MrgX1 allo act | Platelet DG rel
CCOC(=O)C1(CCOc2ccccc2)CCN(Cc2ccc(O)c(OC)c2)CC1 | i | i | i | -2 | i | i | -40 | i | i | i | -7
Cc1cc2c(cc1S(=O)(=O)Nc1c(C)cccc1C)n(C)c(=O)c(=O)n2C | i | i | i | 3 | i | i | -0.3 | i | i | i | 1
O=S(=O)(NCCOc1ccccc1Cl)c1ccc2oc3ccccc3c2c1 | i | i | i | 24 | i | i | -0.3 | i | i | i | 0
Cc1noc(C(=O)N(C)c2ccccc2)c1Cl | i | i | i | -4 | i | i | -0.8 | i | i | i | 1
Cc1ccccc1/C=N/NC(=O)c1sccc1C | i | i | i | -6 | i | i | 3.9 | i | i | i | 14
COc1ccc2cc(CCNC(=O)c3ccc(Br)o3)c(=O)[nH]c2c1 | i | i | i | 1 | -5.3* | i | -0.2 | i | i | i | 0
COc1ccc(-c2nc(NC(C)=O)sc2-c2ccc(OC)cc2)cc1 | i | i | i | 67* | i | i | -0.7 | i | i | i | -2
O=C1Nc2cc(C(=O)NCCCN3CCCC3)ccc2S/C1=C\c1ccccc1 | i | i | i | 7 | i | i | -0.2 | i | i | i | 23
Cc1ccc(/C=C2\CCC(C3CCCC3)C2=O)cc1 (configuration not stated) | i | i | i | 0 | i | i | 1.3 | i | i | i | -1
CC(NS(C)(=O)=O)C(c1cccs1)N1CCN(C)CC1 (configuration not stated) | i | i | i | -1 | i | i | -0.5 | i | nt | i | 8
CC1CCN(CCOc2ccccc2-c2ccccc2)CC1 | i | i | i | -8 | i | i | -0.7 | i | i | i | -21
Cc1ccc(S(=O)(=O)N2CCCCC2)cc1NC(=O)CSc1nccn1C | i | i | i | 1 | i | i | -0.4 | i | nt | i | -2
CCc1cc2c(C)cc(=O)oc2cc1Oc1ncccc1[N+](=O)[O-] | i | i | i | -4 | i | i | -0.7 | i | i | i | -11
COc1ccc(NC(=O)Nc2ccccc2F)cc1 | i | i | i | 21 | i | i | 2.3 | i | i | i | 36
c1ccc(-c2nnc3sc(CN4CCc5ccccc54)cn23)cc1 | i | i | i | 9 | i | i | 1.1 | i | i | i | 0
Cc1cccc(NC(=O)c2ccc(COc3ccc(Cl)cc3Cl)o2)n1 | i | i | i | 5 | i | i | 0.0 | i | i | i | 2
O=C1c2cccc3cccc(c23)N1CN1CCN(c2ccccn2)CC1 | i | i | i | -1 | i | i | -0.4 | i | i | i | -8
CC(CC(=O)O)C(=O)c1ccc(Cl)c([N+](=O)[O-])c1 (configuration not stated) | i | i | i | 3 | i | i | -0.3 | i | i | i | 0
O=C(NCc1ccccn1)c1ccc2ccccc2n1 | i | i | i | -3 | i | i | 0.1 | i | i | i | -6
Cc1cnc(C(=O)OCC(=O)Nc2ccc(C)c(S(=O)(=O)N3CCCCC3)c2)cn1 | i | i | i | -3 | i | i | -0.2 | i | i | i | -4
COCc1cc(=O)[nH]c2cc(NC(=O)C(C)(C)CCl)c(C)cc12 | i | i | i | 4 | i | i | -0.6 | i | i | i | -1
CS(=O)(=O)N1CCCC(C(=O)Nc2c(F)cccc2F)C1 (configuration not stated) | i | i | i | 5 | i | i | -1.4 | i | i | i | -5
